HDAC3 inhib: HDAC3 deacetylase inhibitors, primary screen, biochemical, fluorescence, cell-free homogeneous. recombinant HDAC3, fluorogenic peptide/trypsin coupled. Histone deacetylase 3 (Homo sapiens), O15379. inhibition, % at 8.3 µM. hit rate 0.15% among 320,000; in the data active = inhibition above about 26%, passing the limit was not always enough
KCNK3 block: human KCNK3 channel inhibitors, primary screen, CHO cells, FluxOR thallium flux, B-score. hit rate 0.84% among 340,000. FluxOR fluorescence; stronger effect = lower value. B-score at 10 µM. Potassium channel subfamily K member 3 (Homo sapiens), O14649;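 active = B-score under library mean minus 4 SD, starting fluorescence ratio at most library mean plus 5 SD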;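 also: more negative B-score means stronger inhibition of thallium flux through KCNK3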
Target sequence (O14649 whole entry, looked up): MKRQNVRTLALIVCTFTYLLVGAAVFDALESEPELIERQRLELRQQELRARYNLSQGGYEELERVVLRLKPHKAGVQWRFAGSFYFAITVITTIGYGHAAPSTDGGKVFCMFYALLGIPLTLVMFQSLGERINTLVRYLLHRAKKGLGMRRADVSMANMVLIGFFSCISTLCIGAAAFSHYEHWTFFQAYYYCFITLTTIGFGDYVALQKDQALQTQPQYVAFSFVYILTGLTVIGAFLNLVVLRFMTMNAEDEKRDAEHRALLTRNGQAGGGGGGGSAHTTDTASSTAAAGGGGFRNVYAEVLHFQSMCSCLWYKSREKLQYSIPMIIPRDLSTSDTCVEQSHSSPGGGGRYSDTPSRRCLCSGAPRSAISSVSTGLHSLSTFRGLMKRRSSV
KCNQ1 block: inhibitors of human KCNQ1 channel, primary screen, cell-based, thallium flux, high-throughput. Potassium voltage-gated channel subfamily KQT member 1 (Homo sapiens), P51787. CHO-K1 KCNQ1, FluxOR thallium flux fluorescence; stronger effect = higher value. B-score at 10 µM. hit rate 1.3% among 310,000;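 active = compounds whose thallium flux B-score, printed positive for inhibition, exceeds three library SD while starting fluorescence stays within three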;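 also: channel opened by potassium depolarization with thallium stimulus after 20 min compound exposure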
GSK3A inh: blockers of GSK3A enzyme activity – biochemical, luminescence, cell-free homogeneous, HTS, primary screen; Glycogen synthase kinase-3 alpha (Homo sapiens), P49840; GSK-3 alpha kinase, ADP-Glo luminescence, 60 min; inhibition, % at 10 µM; hit rate 0.1% among 320,000;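 in the data active = inhibition above about 50%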;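 also: GST-tagged GSK-3 alpha with peptide substrate and 25 µM ATP; 0% = DMSO neutral wells and 100% = GW8510 positive control wells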
KCNQ1 act: potentiators or activators of KCNQ1 channel, primary screen, cell-based, thallium flux, high-throughput; Potassium voltage-gated channel subfamily KQT member 1 (Homo sapiens), P51787; CHO-K1 KCNQ1, thallium flux FluxOR fluorescence; stronger effect = higher value; B-score at 10 µM; hit rate 0.35% among 310,000;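 active = fluorescence ratio B-score, a plate-corrected score, at least three library SD, with initial intensity B-score within 5 SD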
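Assay system: stable KCNQ1 CHO-K1 line; medium: assay buffer, equal DMSO in all wells; timing: 90 min dye loading and 20 min compound exposure, both at room temperature; technique: kinetic FluxOR thallium fluorescence, 10-s 1-Hz baseline, 110-s post-stimulus read; read-out basis: B score of baseline-normalized fluorescence ratio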
GSK3beta inhib: human GSK3beta kinase inhibitors, primary screen, biochemical, cell-free homogeneous, HTS; Glycogen synthase kinase-3 beta (Homo sapiens), P49841; GST-GSK3beta kinase, ADP-Glo luminescence, 60 min; stronger effect = lower value; activity score (negative = inhibition), % at 10 µM; hit rate 0.038% among 300,000;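 active = more than half of replicate wells score below -50%, meaning over 50% inhibition versus plate controls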;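 also: 0% = median DMSO wells and -100% = median GW8510 positive control wells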
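test system = GST-tagged human GSK3beta kinase, cell-free | reagent = 25 µM ATP with peptide substrate | dosing = one dose of 10 µM per compound | schedule = 60 min reaction, RT | detection = luminescent ADP-Glo measurement of ADP formed | control set = DMSO neutral wells and GW8510 at 20 µM as positive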
KCNK9 inh: KCNK9 potassium channel inhibitors, primary screen, HEK293 cells, thallium flux; Potassium channel subfamily K member 9 (Homo sapiens), Q9NPC2; FluxOR thallium flux fluorescence; stronger effect = lower value; B-score at 10 µM; hit rate 1.2% among 310,000; AID 488922, 2010;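 active = ratio B-score over 3 SD below the library mean, with starting fluorescence within 5 SD of its mean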;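 also: negative B-score means less thallium flux so channel inhibition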
Target sequence (Q9NPC2 whole entry, looked up): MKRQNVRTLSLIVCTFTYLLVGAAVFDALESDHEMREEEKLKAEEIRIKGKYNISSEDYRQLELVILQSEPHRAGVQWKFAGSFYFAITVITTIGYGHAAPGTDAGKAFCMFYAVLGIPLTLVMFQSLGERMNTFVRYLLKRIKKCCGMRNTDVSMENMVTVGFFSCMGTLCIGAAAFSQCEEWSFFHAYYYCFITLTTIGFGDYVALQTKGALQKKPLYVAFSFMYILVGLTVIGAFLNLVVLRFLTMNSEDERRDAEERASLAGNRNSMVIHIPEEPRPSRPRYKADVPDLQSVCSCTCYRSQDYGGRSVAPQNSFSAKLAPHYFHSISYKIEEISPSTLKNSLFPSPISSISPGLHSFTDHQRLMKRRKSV
PolyA inhibitor: polyadenylation inhibitors in yeast reporter cells, primary screen, luminescence, S. cerevisiae; AID 1875, 2009; S. cerevisiae SKY197-pL101 polyadenylation reporter, beta-gal luminescence; efflux-impaired pdr1/pdr3 knockout yeast; score 100 = 6 SD above DMSO; calls only at 12 µM; hit rate 0.02% among 300,000;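 active = lowest replicate activity score at least 50, where 100 means six control SD above control mean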;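 also: yeast exposed to compound for 9 h at 30 °C; higher score means more reporter readthrough which indicates perturbed polyadenylation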
hERG protect: hERG rescue from dofetilide block, primary screen, cell-based, CHO-hERG, FluxOR thallium flux, dofetilide IC70 | dofetilide IC70 present | Voltage-gated inwardly rectifying potassium channel KCNH2 (Homo sapiens), Q12809 | hit rate 0.51% among 310,000 | activation (rescue from dofetilide block), less the hit threshold, % at 10 µM;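 active = activation above the mean of controls blocked by dofetilide plus 5 SD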;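 also: thallium influx through hERG after potassium depolarization seen as dye fluorescence rise; in these data hits start at about 4.7%; inactives centre near -7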
DYRK1A inh: rat Dyrk1A kinase inhibitors, primary screen, biochemical, single point, plate reader; hit rate 0.43% among 310,000; Dual specificity tyrosine-phosphorylation-regulated kinase 1A (Rattus norvegicus), Q63470; inhibition, % at 12.5 µM; ADP-Glo luminescence, NFATc1 peptide; in the data active = inhibition above about 50%;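 also: plate controls were vehicle with enzyme for no effect and no enzyme for full effect; many of its hits are not listed in these tables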
RGS4 act: RGS4 potentiators or activators, primary screen, cell-based, HEK293 M3R inducible RGS4, calcium flux. carbachol calcium flux Fluo4; stronger effect = lower value. B-score at 10 µM. hit rate 0.92% among 310,000;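 active = B-score of the integrated calcium signal more than 4 SD below the library mean, with starting fluorescence not abnormally high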;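 also: negative B-score means reduced calcium response which marks RGS4 activation or potentiation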
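Test system: HEK293 cells with stable M3R and inducible RGS4; also added: carbachol at ECmax as muscarinic agonist stimulus; schedule: dye loading 30 min 37 °C, buffer rest 30 min RT; technique: kinetic calcium fluorescence imaging with Fluo4-AM dye, 2 µM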
* marks the source's active call; other numbers are inactive results; i = inactive; / = no result given.

#	mol	HDAC3 inhib	KCNK3 block	KCNQ1 block	GSK3A inh	KCNQ1 act	GSK3beta inhib
1	Cc1c(NC(=O)CSc2ccc(Cl)cc2)c(=O)n(-c2ccccc2)n1C	3	i	i	-1	i	-2
2	O=C(CCC1COc2ccccc2O1)NCC1COc2ccccc2O1 (configuration not stated)	-5	i	i	-1	i	4
3	O=C(NC1=NN(c2ccccc2)CC1)Nc1ccccc1F	7	i	i	-1	i	-1
4	O=C(NC1(C(F)(F)F)NC(=O)N(CCc2ccccc2)C1=O)C1CC1 (configuration not stated)	-2	i	i	-1	i	0
5	c1cncc(CNc2nc(-c3cccnc3)nc3ccccc23)c1	14	i	i	15	i	5
6	CC(C(=O)NCC1CCCCC1)N(C)Cc1cccc(Cl)c1 (configuration not stated)	8	-8.9*	8*	0	i	0
7	CSc1ccc(S(=O)(=O)NCCSC(C)(C)C)cc1	3	i	i	-1	i	0
8	c1ccc(-c2ccnc3nc(N4CCN(c5ccccc5)CC4)nn23)cc1	4	i	i	-3	i	-2

#	KCNK9 inh	PolyA inhibitor	hERG protect	DYRK1A inh	RGS4 act
1	i	i	-12	3	i
2	i	i	-12	5	i
3	i	i	-9	4	i
4	i	i	0	-6	i
5	i	i	-14	1	i
6	i	i	-17	-1	i
7	i	i	-12	1	i
8	i	i	-5	-2	i

Structural class, those above containing an aryl thioether with sulfur outside any ring
#	mol	HDAC3 inhib	KCNK3 block	KCNQ1 block	GSK3A inh	KCNQ1 act	GSK3beta inhib
1	Cc1c(NC(=O)CSc2ccc(Cl)cc2)c(=O)n(-c2ccccc2)n1C	3	i	i	-1	i	-2
7	CSc1ccc(S(=O)(=O)NCCSC(C)(C)C)cc1	3	i	i	-1	i	0

#	KCNK9 inh	PolyA inhibitor	hERG protect	DYRK1A inh	RGS4 act
1	i	i	-12	3	i
7	i	i	-12	1	i

(more compounds)
#	mol	HDAC3 inhib	KCNK3 block	KCNQ1 block	GSK3A inh	KCNQ1 act	GSK3beta inhib
9	CCN1/C(=C2\C(=O)N(c3ccccc3)N=C2C)C=Cc2cc(C)ccc21	0	i	i	4	i	3
10	O=C(Nc1c2c(nc3ccccc13)CCCC2)c1ccccc1Br	5	i	i	-2	i	1
11	Cc1ccsc1C(=O)N1CCC(CO)(Cc2ccccc2)CC1	3	i	i	1	i	2
12	CCCn1c(CNc2ccccc2O)nc2ccccc21	0	i	i	6	i	1
13	CC(C)OP(=O)(OC(C)C)C(NC(=O)c1ccccc1)C(N)=O (configuration not stated)	6	i	i	-5	i	2
14	CCOc1ccc(Cc2noc3c2C(=O)CC(C)(C)C3)cc1OCC	13	i	i	-4	i	-5
15	Cc1ccn2cc(C(=O)Nc3ccc4c(c3)OCCO4)nc2c1	7	i	i	-3	i	-2
16	COC(=O)CC(NC(=O)Nc1ccc(C)cc1)c1cccc([N+](=O)[O-])c1 (configuration not stated)	5	i	i	-1	i	2

#	KCNK9 inh	PolyA inhibitor	hERG protect	DYRK1A inh	RGS4 act
9	i	i	-4	1	i
10	i	i	-5	-4	i
11	i	i	-15	2	i
12	i	i	-11	7	i
13	i	i	-7	2	i
14	i	i	-10	/	i
15	i	i	-7	-11	i
16	i	i	-5	-13	i

(cont.)
#	mol	HDAC3 inhib	KCNK3 block	KCNQ1 block	GSK3A inh	KCNQ1 act	GSK3beta inhib
17	O=C(/C=C/c1ccc(Cl)cc1)Nc1ccc(Br)cn1	8	i	i	-4	i	1
18	Cc1ccc(S(=O)(=O)c2c(C)cc(C)[nH]c2=O)cc1	-1	i	i	-2	i	-3
19	CCOc1nc(Nc2ccc(OC)cc2)nc(OCC)n1	-2	i	i	-1	i	4
20	COc1ccc(CNC(=O)CN2C(=O)NC3(CCCCCC3)C2=O)cc1OC	2	i	i	-3	i	0
21	CCC1(CC)C(=O)C2=C3C1[C@H](C(=O)OC)C=C(C(=O)OC)C[C@H]3[C@H]1C(=O)N(CC(=O)OC)C(=O)[C@H]1[C@H]2C (some centres not stated)	1	i	i	-4	i	-2
22	CCN(CC)S(=O)(=O)c1cccc(C(=O)Nc2cc(C)cc(C)c2)c1	0	i	i	-1	i	1
23	COc1cccc(-c2cc(C(=O)Nc3ccncc3)c3ccccc3n2)c1	11	i	i	-2	i	1
24	NC(=O)NC(c1ccccc1)c1ccccc1	-3	i	i	1	i	1

#	KCNK9 inh	PolyA inhibitor	hERG protect	DYRK1A inh	RGS4 act
17	i	i	-13	/	i
18	i	i	-2	-3	i
19	i	i	-8	5	i
20	i	i	-7	-2	i
21	i	i	-7	3	i
22	i	i	-5	0	i
23	i	i	-9	9	i
24	i	i	-2	-5	i

Additional compounds.
#	mol	HDAC3 inhib	KCNK3 block	KCNQ1 block	GSK3A inh	KCNQ1 act	GSK3beta inhib
25	O=C(NCc1ccccc1Cl)c1cnn2cccnc12	0	i	i	5	i	-2
26	O=C(CCNC(=O)c1ccccc1Cl)NCCC1=CCCCC1	-2	i	i	-2	i	1
27	Cc1c(Cl)c([N+](=O)[O-])nn1CC(=O)N1CCN(C23CC4CC(CC(C4)C2)C3)CC1	1	i	i	0	i	-2
28	Cc1ccccc1C(=O)c1cccn1CC(=O)NCCN1CCN(c2cccc(C)c2C)CC1	8	i	i	-2	i	-1
29	O=C(Nc1ccc(S(=O)(=O)NCc2ccccc2)cc1)c1ccc(Br)o1	11	i	i	-1	i	3
30	CC(C)N(C(=O)CSc1nc2ccccc2n1Cc1ccc(F)cc1)C(C)C	10	i	i	-3	i	-4
31	O=C(Nc1ccc(NC(=O)C2CCCCC2)nc1)c1ccccn1	7	i	i	/	i	-2
32	CCN(CC)S(=O)(=O)c1ccc(Cl)c(C(=O)NC)c1	-4	i	i	2	i	3

#	KCNK9 inh	PolyA inhibitor	hERG protect	DYRK1A inh	RGS4 act
25	i	i	-13	11	i
26	i	i	-16	-3	i
27	i	i	-10	0	i
28	i	i	-26	5	i
29	i	/	-4	0	i
30	i	i	-16	0	i
31	i	i	-7	-4	i
32	i	i	-6	-1	i

Going on with the list:
#	mol	HDAC3 inhib	KCNK3 block	KCNQ1 block	GSK3A inh	KCNQ1 act	GSK3beta inhib
33	CC(C)(C)Cc1nnc(NC(=O)CSc2ccccc2)s1	0	i	i	3	i	-6
34	O=C(N=C1SC2CS(=O)(=O)CC2N1Cc1ccc(Cl)cc1)C1CC1 (configuration not stated)	-4	i	i	-1	i	2
35	COc1ccccc1NC(=O)Nc1ccc2[nH]c(=O)[nH]c2c1	-5	i	i	8	i	2
36	CCOc1cc(C(=O)NCc2ccccc2)ccc1OCC(=O)N1CCOCC1	4	i	i	0	i	4
37	CCCCCCCOC(=O)C[N+](C)(C)CCOC1CC2CCC1(C)C2(C)C (configuration not stated)	/	i	13*	/	i	-12
38	CN(C)CC(C)(C)CNS(=O)(=O)c1cccc(Cl)c1Cl	3	i	i	-6	i	-3
39	Cc1oc(=O)c(NC(=O)c2ccccc2)cc1C(C)O (configuration not stated)	11	i	i	-16	i	-2
40	Cc1ccc(C(=O)N/C(=C\c2cccs2)C(=O)N2CCN(C)CC2)cc1C	0	i	i	0	i	-3

#	KCNK9 inh	PolyA inhibitor	hERG protect	DYRK1A inh	RGS4 act
33	i	i	-4	0	i
34	i	i	-6	-8	i
35	i	i	-7	8	i
36	i	i	-7	-1	i
37	-11*	i	-25	6	-8.2*
38	i	i	-9	9	i
39	i	i	-2	-3	i
40	i	i	-10	6	i

Additional entries follow:
#	mol	HDAC3 inhib	KCNK3 block	KCNQ1 block	GSK3A inh	KCNQ1 act	GSK3beta inhib
41	CCOC(=O)c1ccc2c(c1)nc(SCC(=O)N1CCOCC1)n2CC	2	i	i	0	i	0
42	N#Cc1cc(-c2ccccc2)c[nH]c1=O	-22	i	i	-3	i	0
43	CCC(=O)Nc1c(C(=O)N2CCCCCC2)cnn1-c1ccc(C)c(C)c1	4	i	i	1	i	-6
44	CCOc1cc(/C=N/NC(=O)Nc2ccccc2)ccc1O	2	i	i	2	i	1
45	CN(C)c1ccc(-c2sc(Nc3ccccc3)n[n+]2-c2ccc(F)cc2)cc1	7	i	i	1	i	2
46	O=C1C2CC=CCC2C(=O)N1c1ccc(NCCc2ccc(O)cc2)c([N+](=O)[O-])c1 (configuration not stated)	-3	i	i	/	i	3
47	COc1cccc(-c2ccc(NC(=O)C3CCCN(CCCn4cccn4)C3)cc2)c1 (configuration not stated)	5	i	i	3	i	6
48	CCOc1ccccc1NC(=O)c1ccc(-n2cncn2)nc1	0	i	i	0	i	-2
49	CCCn1cc(SCC(=O)Nc2cc(C)on2)c2ccccc21	0	i	i	-1	i	0
50	CCOc1ccc(OCc2ccc(C(=O)NCc3cccnc3)o2)cc1	-1	i	i	0	i	0
51	CC(C)(C)NC(=O)c1sccc1C(=O)O	2	i	i	-3	i	0

#	KCNK9 inh	PolyA inhibitor	hERG protect	DYRK1A inh	RGS4 act
41	i	i	-17	-9	i
42	i	i	-7	4	i
43	i	i	-10	0	i
44	i	i	-6	12	i
45	i	i	-44	4	i
46	i	i	-15	0	i
47	i	i	-19	5	i
48	i	i	-18	-5	i
49	i	i	-7	-2	i
50	i	i	-8	-4	i
51	i	i	-13	6	i

Only part of the results is shown. The share of hits here may be higher or lower than overall.
